Screening data deposited in PubChem by several laboratories.
m5-HT2A agonist: activates the mouse 5-HT2A serotonin receptor; P35363; CHO-K1 mHTR2A beta-arrestin complementation, luminescence; percent of 30 µM serotonin response; 360,000 compounds, 0.66% hits; activation, % at 7.6 µM;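 active means activation above a run cutoff, the mean activation of all tested compounds plus 3 SD, cut at about 14% in these data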;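 further: 0% = plate median of compound wells and 100% = 30 µM serotonin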
ABCB6 inh 2: blocks the human ABCB6 transporter; K562-ABCB6 porphyrin accumulation, flow cytometry, 1 h; active compounds read low; fluorescence ratio to DMSO, % at 10 µM; 360,000 compounds, 0.19% hits; AID 602162;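 active means fluorescence ratio to DMSO below 75%, the collection mean minus 3 SD; inconclusive means too few cells collected in the well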;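 further: signal is porphyrin accumulated inside mitochondria; 100% equals median channel fluorescence of DMSO control wells; lower ratio means ABCB6 inhibition with less porphyrin fluorescence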
MC4R ag barr: activates human MC4R beta-arrestin recruitment; U2OS MC4R beta-arrestin complementation, luminescence; percent of melanotan II response, DMSO zero; activation, % at 8.9 µM; 360,000 compounds, 0.98% hits;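 active means activation above a per-plate cutoff, the mean activation of sample wells on that plate plus 3 SD, cut at about 8% in these data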
Target sequence (P32245 whole entry, looked up): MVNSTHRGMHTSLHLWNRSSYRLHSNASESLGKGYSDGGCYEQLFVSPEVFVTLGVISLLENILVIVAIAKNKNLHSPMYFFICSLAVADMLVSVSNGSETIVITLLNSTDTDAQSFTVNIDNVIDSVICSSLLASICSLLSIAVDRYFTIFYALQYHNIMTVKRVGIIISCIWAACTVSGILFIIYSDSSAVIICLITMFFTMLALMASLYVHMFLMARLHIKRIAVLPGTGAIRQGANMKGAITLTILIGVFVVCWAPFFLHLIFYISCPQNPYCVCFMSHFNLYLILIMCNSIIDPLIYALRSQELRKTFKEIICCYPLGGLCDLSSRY
MC4R antagonist: human MC4R antagonism in cAMP assay | P32245 | MC4R-expressing cells, MTII-stimulated cAMP, LANCE TR-FRET | inhibition, % at 6.5 µM | 360,000 compounds, 0.48% hits;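 active means inhibition above its plate's cutoff, the mean of tested wells on that plate plus 3 SD, cut at about 29% in these data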;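 further: 0% = Melanotan II alone and 100% = Melanotan II plus saturating MCL0020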
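Material: U2OS-MC4R stable cell line | Reagent: Melanotan II challenge after compound preincubation | Doses: One concentration, 6.5 µM nominal | Incubation: 30-min compound preincubation, 1-h Melanotan II challenge, 1-h detection, room temperature | Signal: TR-FRET cAMP assay | Replicates: One well per compound, no replicates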
Glyco luc inh: N-linked glycosylation inhibition; AID 588692; reporter increase, % at 12.5 µM; D54 ERlucT glycosylation luciferase reporter, 24 h; percent of 100 nM tunicamycin response; 360,000 compounds, 0.23% hits;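 active means mean luciferase reporter signal, scaled so untreated is 0 and the glycosylation-blocking control 100, at or above a set limit in every replicate; inconclusive means mean reaches the limit but not every replicate does; inactive means mean below the limit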;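 further: luciferase carries N-glycosylation sites so blocking glycosylation raises the light; 0% = median of neutral control wells and 100% = median of 100 nM tunicamycin wells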
PDI turbidity: PDI (human) enzyme inhibition; P07237; inhibition, % at 10 µM; PDI insulin aggregation turbidity, A650, 90 min; 350,000 compounds, 0.052% hits;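 active means mean inhibition across replicates of 30% or more, whatever share of single replicates reach that level; inconclusive means mean inhibition below 30% while every single replicate reaches 30%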;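 further: absorbance from insulin aggregation driven by PDI reduction with DTT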
Target sequence (P07237 whole entry, looked up): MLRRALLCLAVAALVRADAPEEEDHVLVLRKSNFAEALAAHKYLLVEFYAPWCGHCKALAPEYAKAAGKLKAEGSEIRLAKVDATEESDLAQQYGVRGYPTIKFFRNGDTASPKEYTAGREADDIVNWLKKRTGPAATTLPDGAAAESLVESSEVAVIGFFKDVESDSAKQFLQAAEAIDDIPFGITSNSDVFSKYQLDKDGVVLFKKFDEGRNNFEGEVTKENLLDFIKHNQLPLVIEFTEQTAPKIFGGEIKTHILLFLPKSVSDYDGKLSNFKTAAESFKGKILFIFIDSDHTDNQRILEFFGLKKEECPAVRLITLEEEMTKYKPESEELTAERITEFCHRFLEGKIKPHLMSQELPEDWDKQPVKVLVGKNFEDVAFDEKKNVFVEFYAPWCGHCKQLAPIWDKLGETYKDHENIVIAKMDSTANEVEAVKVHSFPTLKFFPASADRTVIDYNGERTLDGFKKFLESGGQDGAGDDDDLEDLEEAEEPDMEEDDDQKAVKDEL
CaV13 FRET inh: Primary screen for inhibitors of IQ motif and Ca2+-dependent inactivation inhibitor domain binding in CACNA1D, Förster resonance energy transfer in living cells, …; HEK cells, CFP/YFP FRET ICDI-IQ, plate reader, 10 min; percent FRET-ratio fall versus neutral wells; inhibition, % at 12.3 µM; 340,000 compounds, 0.098% hits;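 active means mean replicate inhibition of at least 30% and at least 1% of replicates passing that level; inconclusive means only one of the two criteria is met; inactive means neither criterion is met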;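 further: 0% = median of the neutral control wells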
aDG glyco up: alpha-DG glycosylation activation. Pro5-aDG cells, alpha-DG glycosylation AlphaScreen (IIH6); 0% Pro5, 100% B10-LARGE cell signal. activation, % at 10 µM. 360,000 compounds, 0.22% hits. AID 624168;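 active means activation of at least 8% versus controls, or a plate z-score of at least 8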;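 further: Pro5 are CHO cells carrying HIG-tagged alpha-DG that lacks glycosylation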
H9c2 protect: modulators protecting cardiomyocytes from myocardial damage | protection from H2O2 cell death, % at 20 µM | AID 588492 | H9c2 cardiomyocytes, H2O2 injury protection, ATPLite, 2 h | 360,000 compounds, 0.63% hits;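 active means compounds giving at least 50% protection of heart cells from peroxide-induced death in the single-dose screen, raw or plate-pattern-corrected value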;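 further: 0% = DMSO wells with peroxide and 100% = DMSO wells without peroxide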
Vif inh: blocks HIV Vif function. HEK293T cells, Vif self-association by quenched fluorescence, imaging, 24 h. inhibition, % at 7.49 µM. 340,000 compounds, 0.35% hits; in the data active means inhibition above about 50%, passing the limit was not always enough; inconclusive means no clear call, values can overlap the other calls; inactive means below about 31%; further: some results filed as inactive read as strong as hits
An asterisk follows results filed as active; ? = inconclusive; · = no result given; & = joins results of further samples.

Results follow in this order: m5-HT2A agonist, ABCB6 inh 2, MC4R ag barr, MC4R antagonist, Glyco luc inh, PDI turbidity, CaV13 FRET inh, aDG glyco up, H9c2 protect, Vif inh
> CCOC(=O)N1CCN(C(=O)c2ccc(Cn3c(=S)[nH]c4cc(C(=O)OC)ccc4c3=O)cc2)CC1
 : 7.9, 99.0, -1.7, 21.1, 7.0, -13.1, -7.1, 1.4, -3.5, 0.9
> COc1ccc(C2CC(=O)Nc3n[nH]c(-c4ccccc4)c32)cc1OC (configuration not stated)
 : 0.7, 88.0, -0.3, -1.3, 2.1, 5.9, -4.8, -0.3, 1.3, -4.3
> Cn1c(=O)c2c(nc(CN3CCCCC3)n2Cc2c(F)cccc2Cl)n(C)c1=O
 : -0.9, 99.0, -0.2, 5.8, 2.1, ·, -3.6, 0.2, 2.3, ·
> O=C(NNc1nc2c(F)cccc2s1)c1ccccc1
 : -0.6, 96.0, 0.1, 0.5, 2.1, -0.5, 8.3, 0.0, -4.6, -8.6
> CCOc1cccc2cc(C(=O)NCCC3=CCCCC3)c(=O)oc12
 : 6.0, 103.0, -0.7, 0.3, 3.0, 1.1, -1.4, 0.0, 6.1, 11.3
> O=S(=O)(/C=C/c1cccc(Br)c1)N1CCOCC1
 : -0.3, 100.0, -3.7, -0.4, -2.6, 6.6, -1.8, 0.1, 1.1, 1.9
> CCOC(=O)c1cccc(S(=O)(=O)N2CCCC2)c1
 : -0.1, 102.0, -2.1, 19.8, -2.1, -4.2, -14.4, 0.3, -7.5, 5.5
> O=C(COc1ccccc1Cl)Nn1cnnc1
 : -1.9, 97.0, -1.6, -6.2, 2.6, -41.2, -4.8, -0.1, -3.1, ·
> O=CNc1cc(-c2ccc(C(=O)NC3CC3)cc2)cn2c(-c3ccc(F)cc3)cnc12
 : 4.5, 99.0, 2.9, 7.5, -8.7, -6.5, -6.5, 2.8, 44.0, -7.0
> Cc1ccc(S(=O)(=O)NCc2cccnc2)cc1C
 : 0.0, 96.0, -2.2, 2.6, 1.7, 1.3, -5.0, -0.1, 4.5, -6.5
> CCN(CC)CC(=O)Nc1sc(C)cc1C(=O)c1ccccc1
 : -4.9, 97.0, 2.9, 9.8, -5.9, -5.6, -21.3, -0.2, -2.0, -8.2
> COc1ccc(CC(=O)NCc2cn3ccsc3n2)cc1
 : 0.7, 99.0, 0.8, 0.2, -0.1, 4.5, -5.2, -0.3, 2.7, 0.8
> O=C(c1ccc2c(c1)OCCO2)C1CCN(C(=O)c2ccc(F)c(F)c2)CC1
 : -3.7, 80.0, 1.7, 2.8, -0.3, -6.4, -4.1, 0.5, -5.5, -12.8
> CN(Cc1c(C(=O)N/N=C/c2ccccc2)nnn1-c1nonc1N)C1CCCCC1
 : 3.8, 108.0, -1.9, 12.7, 0.6, -6.2, -2.2, -0.1, -2.9, 6.9
> COc1cc(/C=C(/C#N)c2nc3ccccc3[nH]2)ccc1OCC(=O)Nc1ccccc1C
 : 5.8, 89.0, 6.1, 3.0, 2.0, -1.2, -11.4, -0.4, 14.6, ·
> Cc1cc(C)c(OCC(=O)OCC(=O)N2CCc3ccccc3C2)c(C)c1
 : 4.5, 101.0, -0.5, -1.7, -1.5, 3.6, -6.0, -0.1, -7.5, -4.5
> C/C(=N\NC(=O)C1COc2ccccc2O1)c1ccc(C)o1 (configuration not stated)
 : -2.5, 102.0, 2.0, 1.0, 2.0, -1.3, -4.8, 0.6, 8.5, 4.7
> COc1cc(F)cc(C2=CC(=O)C[C@H](c3ccc(F)cc3)C2)c1
 : -5.7, 97.0, -1.0, 7.2, -3.5, -6.2, -11.2, 0.3, -2.6, ·
> O=C(O)CC1S/C(=N/N=C/C=C/c2ccccc2)NC1=O (configuration not stated)
 : -1.7&-1.8, 100.0&92.0, -1.4&-2.0, -1.7&-10.1, 1.8&0.2, 6.2&-0.1, -14.4&-3.0, -0.2&0.0, -0.2&-10.6, -0.3&1.2
> O=C(NCc1cccs1)c1cccnc1SCCS(=O)(=O)c1ccc(C(F)(F)F)cn1
 : -3.5, 98.0, -0.3, 13.4, -2.2, -2.3, -2.3, 0.4, 0.0, 5.1
> Cc1nnc(SCC(=O)N2CCN(Cc3ccccc3)CC2)s1
 : -1.4, 104.0, -2.5, 7.9, -0.5, -4.0, -6.7, -0.1, 0.1, -13.2
> O=C(NC1=NCCS1)c1ccccc1OCc1ccccc1Cl
 : -3.9, 97.0, 0.2, -6.2, 1.4, -1.6, -4.9, 0.5, 4.1, 1.4
> Cc1nnc(NC(=O)CC(CN(C)S(=O)(=O)c2ccccc2)c2ccccc2)s1 (configuration not stated)
 : -6.8, 94.0, -0.2, 14.0, 0.5, 0.2, -6.2, 0.0, 28.2, 2.1
> COc1ccc(CN=CC2=C(O)CNC2=O)cc1OC
 : -1.1, 99.0, 1.3, 2.8, 0.4, 19.3, -5.9, 0.5, -0.7, 4.5
> Cc1cc2nc(N=C(N)N)nc(C)c2cc1C
 : -4.2, 106.0, 1.5, -8.3, 7.2, 4.0, -4.4, 0.1, -17.2, -21.0
> COC(=O)c1cccc(NC(=O)CSc2ncn[nH]2)c1
 : 2.3, 100.0, -0.8, 2.5, 2.7, -10.0, -5.3, 0.2, 5.7, 4.6
> Cc1ccc(N=C2NC(=O)CS2)cc1
 : -0.6, 91.0, -1.8, 2.2, 1.6, 23.2, -3.4, -0.2, 2.1, -5.9
> COc1ccc(N(C(=O)c2snc(C(N)=O)c2N)C(C(=O)NCc2ccccc2)c2ccc(O)cc2)cc1OC (configuration not stated)
 : 2.3, 94.0, -1.8, 8.4, 0.4, -1.2, -7.4, -0.1, 3.0, 1.8
> Cc1ccc(C(=O)N/C(=C/c2ccco2)C(=O)NCCc2c[nH]c3ccccc23)cc1C
 : -6.3, 88.0, 2.5, -1.1, 11.2, 6.1, ·, -0.2, 2.3, -15.4
> Cc1csc(=O)n1CC(=O)OCC(=O)c1c(N)n(CC(C)C)c(=O)n(C)c1=O
 : 8.8, 98.0, -1.8, -2.1, -1.8, -9.4, -3.0, 0.0, -5.9, -4.2
> CC1(Cc2ccccc2OC(F)(F)F)C(=O)Nc2c(Cl)ccc(Cl)c21 (configuration not stated)
 : 9.4, 107.0, -0.5, 9.1, -3.8, 2.9, -5.1, 0.2, -7.2, -11.4
> CCCCCCCCNS(=O)(=O)CCNC1CCCCC1
 : -7.0, 102.0, 2.1, -1.1, -3.2, 16.8, -2.8, 0.2, -5.9, 3.7
> COc1ccc(C2C3=C(N=C4SCC(=O)N42)c2ccccc2CC3)cc1OC (configuration not stated)
 : 0.2, 92.0, -0.8, -0.7, -1.8, 4.3, -6.7, 0.3, -4.7, ·
> COC(=O)Nc1ccc2c(c1)ncn2C1CCCCC1
 : 3.0, 88.0, 1.1, -1.4, 0.9, 2.8, -4.4, 0.0, -1.5, -18.1
> COc1ccc(C(=O)N/C(=C\c2cn(C)c3ccccc23)C(=O)NCCN2CCOCC2)cc1OC
 : -7.7, 116.0, 0.4, 7.7, 1.0, 5.0, -6.6, 0.1, -1.8, 6.7
> COc1ccccc1NC(=S)NCc1ccccn1
 : -2.2, 95.0, -0.4, 3.8, -1.1, 15.2, 5.1, 0.3, -2.6, -3.8
> OC(CNCC(c1ccco1)N1CCCCC1)c1ccccc1 (configuration not stated)
 : -2.9, 98.0, 0.0, 3.3, -0.2, 6.9, -5.6, 0.5, -5.6, 2.3
> CCOc1cc(/C=N/O)ccc1OCC(=O)Nc1cccc(C)c1
 : -0.5, 95.0, -2.1, 1.4, 0.1, -3.1, -2.5, -0.2, 0.8, -5.0
> CC(=O)/C(C#N)=C1\NC(=O)C(Cc2ccc(C)c(C)c2)S1 (configuration not stated)
 : 1.3, 95.0, -2.1, 6.7, -10.0, 6.7, ·, 0.0, -10.1, -22.9
> CCOC(=O)c1ccoc1CN1CCN(S(=O)(=O)c2ccc(C)c(C)c2)CC1
 : -3.9, 98.0, -0.9, -1.1, -1.2, -9.1, -4.6, 0.1, -4.3, -5.4
> O=C(NN=Cc1ccc2c(c1)OCO2)c1ccncc1
 : 0.3, 100.0, -2.7, -1.5, 1.6, -5.6, -5.9, -0.1, -1.4, 21.5
> CNC(=O)CSc1nc2c(c(=O)n(C)c(=O)n2C)n1Cc1ccc(C)cc1
 : 0.3, 99.0, -1.0, -8.8, 5.0, -5.2, -8.1, 0.1, 6.4, ·
> N=c1sccn1CC(=O)Nc1cccc2ccccc12
 : 19.6*, 106.0, -2.0, -9.2, 1.5, -32.0, -4.7, 0.7, 13.6, 3.4
> COC(=O)c1ccc(COc2ccc(/C=C(\C#N)c3nc4ccccc4[nH]3)cc2OC)o1
 : -0.4, 93.0, 0.8, 18.2, -1.5, -2.2, -11.7, -0.2, 70.4*, 13.3
> O=C1COc2ccc(C(=O)COC(=O)c3ccccc3[N+](=O)[O-])cc2N1
 : -4.4, 96.0, -0.2, 12.2, 0.0, -2.0, -5.6, -0.3, 1.6, -1.8
> Cc1ccc(N2C(=O)CC(N3CCN/C3=C3\CC/C(=C\c4ccccc4)C3=O)C2=O)cc1 (configuration not stated)
 : 7.8, 96.0, -0.3, -2.7, 1.3, 1.3, 7.8, -0.2, 42.9, -3.0
> COc1ccc(NC(=O)C2Cc3c(-c4cccc(C(N)=O)c4)ccnc3O2)cc1OC (configuration not stated)
 : 5.1, 96.0, -0.3, 4.9, -0.5, 11.1, -9.8, 0.2, 16.9, -10.4
> Cc1nn(Cc2ccccc2)c2c1C(c1cccnc1)C(C#N)=C(N)O2 (configuration not stated)
 : -2.5, 100.0, -2.6, -2.0, 0.7, -3.3, ·, -0.2, 8.3, ?
